mcGAS RapidFire: mouse cGAS inhibition by mass spec | recombinant mouse cGAS, cGAMP by RapidFire MS | Q8C6L5 | inhibition, % at 12.5 µM | 130,000 tested, 0.18% active;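 active = inhibition of cGAS enzyme activity at or above 60%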;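 also: enzyme stimulated by 45 bp dsDNA with ATP and GTP substrates; cGAMP share of summed cGAMP plus half ATP and half GTP signals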
Target sequence (Q8C6L5 whole entry, looked up): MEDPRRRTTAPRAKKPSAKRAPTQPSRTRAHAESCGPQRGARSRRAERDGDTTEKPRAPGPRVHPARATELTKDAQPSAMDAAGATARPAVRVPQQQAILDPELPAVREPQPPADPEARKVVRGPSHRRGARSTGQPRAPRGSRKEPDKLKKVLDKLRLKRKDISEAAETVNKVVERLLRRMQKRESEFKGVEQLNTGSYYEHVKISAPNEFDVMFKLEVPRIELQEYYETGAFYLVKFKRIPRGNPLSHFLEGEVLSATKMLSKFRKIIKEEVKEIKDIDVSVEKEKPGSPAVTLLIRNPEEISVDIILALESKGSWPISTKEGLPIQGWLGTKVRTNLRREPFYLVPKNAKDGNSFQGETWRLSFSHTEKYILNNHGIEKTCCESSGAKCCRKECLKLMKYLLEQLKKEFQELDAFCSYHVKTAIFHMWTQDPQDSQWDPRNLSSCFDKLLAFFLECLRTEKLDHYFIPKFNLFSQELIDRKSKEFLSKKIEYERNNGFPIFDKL
Numbers without * were called inactive.

The opening seven records, ahead of the listing:
SMILES	mcGAS RapidFire
Nc1ccc(S(=O)(=O)c2ccc(Br)cc2)cc1	10
Cc1ccc(C)c(Oc2cc(-n3ncc(Cl)c(Cl)c3=O)nc(C)n2)c1	-5
CC(C)C(NC(=O)c1ccco1)C(=O)NC1CCC(=O)N(C)C1 (centres undefined)	-3
C=CCn1ncc(CN2CCC3(CC2)CCN(C(=O)c2ccno2)CC3)c1C	-11
COCCNC(=O)c1ccccc1NC(=O)c1ccccc1N(C)S(C)(=O)=O	6
Clc1ccc(Cl)c(SCCSc2ncn[nH]2)c1	-13
CC(Cn1cncn1)C(=O)N1CCc2onc(-c3cccc(F)c3)c2C1 (centres undefined)	-12

The listing, from the start:
SMILES	mcGAS RapidFire
Nc1ccc(S(=O)(=O)c2ccc(Br)cc2)cc1	10
Cc1ccc(C)c(Oc2cc(-n3ncc(Cl)c(Cl)c3=O)nc(C)n2)c1	-5
CC(C)C(NC(=O)c1ccco1)C(=O)NC1CCC(=O)N(C)C1 (centres undefined)	-3
C=CCn1ncc(CN2CCC3(CC2)CCN(C(=O)c2ccno2)CC3)c1C	-11
COCCNC(=O)c1ccccc1NC(=O)c1ccccc1N(C)S(C)(=O)=O	6
Clc1ccc(Cl)c(SCCSc2ncn[nH]2)c1	-13
CC(Cn1cncn1)C(=O)N1CCc2onc(-c3cccc(F)c3)c2C1 (centres undefined)	-12
CN1CCN(CC(=O)NC2CCCc3ccccc32)C(C)(C)C1=O (centres undefined)	-11
CC(C)(NCc1cnc2cnccn12)c1ccc2c(c1)OCO2	-4
Cc1ccc(N2C(=O)CSC2c2ccc3c(c2)OCO3)cc1F (centres undefined)	-8
OCC#Cc1ccc(CN2CC[C@@H](N3CCN(c4ccccc4F)CC3)[C@H](O)C2)s1	1
COc1ccc(C2=NOC(c3ccc(C)cc3)C2)cc1 (centres undefined)	6
CC1CCCCC1NC(=O)CSc1nnc(NCc2ccccc2)s1 (centres undefined)	-2
Cc1cccc2nc(CN(C)Cc3ccc(Cl)cc3)cc(=O)n12	0
COCCOC(=O)c1c(NC(=O)CSc2nnc(N)s2)sc(C(N)=O)c1C	-1
Cc1ccc(-c2nn(CN3CCN(C4CCS(=O)(=O)C4)CC3)c(=S)n2-c2ccc(C)cc2)cc1 (centres undefined)	1
Cc1nc2ccccc2nc1CN1CCCC(C(=O)Nc2ccc(-n3ccnc3C)cc2)C1 (centres undefined)	-4
c1ccc(-c2ccc(CN3CCCC3)cn2)c(CN2CCOCC2)c1	-18
CCc1nnc(CNC(c2ncccc2C)C(C)C)o1 (centres undefined)	0
Cc1sc2nc(C(C)OC(=O)C3=NNC(=O)CC3)[nH]c(=O)c2c1C (centres undefined)	-1
Fc1ccc(-c2[nH]ncc2CN2CCC(c3ccccc3F)C2)c(F)c1 (centres undefined)	-7
Cn1ncc2c(N3CCC(O)(c4ccccc4)C3)nc(-c3cccnc3)nc21 (centres undefined)	0
CCc1oc2ccccc2c1/C=C/C(=O)Nc1cccc(C(N)=O)c1	-11
CCOc1ccc(N(C)C(=O)c2cc(C(N)=O)cs2)cc1	-10
C=C(C)C1CCC(C)OC1c1ccc2c(c1)OCO2 (centres undefined)	-3

Following part.
SMILES	mcGAS RapidFire
CCOC(=O)C1(CCCc2ccccc2)CCN(C(=O)CCN2CCCCC2=O)CC1	-6
Cc1c(-c2ccccc2)sc(NC(=O)CCC(C)C)c1C(=O)N1CCOCC1	5
CC(=O)Nc1ccc(NC(=O)c2cn(C)c3c(=O)n(-c4ccccc4)c(=O)[nH]c23)cc1	-29
Cc1ccc(-n2c(SCC(=O)N3CCCc4ccccc43)nc3c(c2=O)SCC3)cc1	-5
O=C(NCCC(c1ccccc1)c1ccccc1)N1CCN(CCN2CCCC2)CC1	0
O=C(c1ccc(C(F)(F)F)cc1)N1CCC(CCCN2CCCC2)CC1	-36
CCOC(=O)N1CCN(C(=O)CSc2cc(N3CCCC3)ncn2)CC1	-4
Nc1ncccc1CN1CCCC(N2CCCC2=O)C1 (centres undefined)	-13
CCSc1cc(C(=O)N(CC(F)F)C(C)C)ccn1	-1
COc1ccccc1/C=C/CN1CCNC(=O)C1CC(=O)NCC(C)(C)CO (centres undefined)	-4
CCn1c(O)c(C(C)=NCC2CCCCC2)c(=O)n(CC)c1=S	-6
COc1cccc(F)c1C(=O)OCCC(C)OC (centres undefined)	2
CC(NS(=O)(=O)c1ccccc1C(F)(F)F)c1ccc(S(N)(=O)=O)cc1 (centres undefined)	-7
COc1cccc(COc2c[nH]c(C(=O)Nc3ccccc3C(N)=O)cc2=O)c1	1
Cc1ccc(S(=O)(=O)NCCC(=O)OCc2cc(C)on2)cc1	-13
CC(=O)NC1CCN(c2ccc3cccc(Br)c3n2)CC1	-7
CC(C)(C)c1cc2nc(-c3ccccc3F)cc(C(=O)O)n2n1	-5
O=C(NCC1CCC1)c1ccccc1C(=O)c1cccs1	5
O=C(NC1CC1)C1CCCN(C2CCN(C(=O)COc3cccnc3)CC2)C1 (centres undefined)	0
COc1ccc(N(C)C(=O)C2C(C=C(C)C)C2(C)C)cn1 (centres undefined)	-5
CCN1CCN(CC(=O)Nc2c(Br)cc(C)cc2Br)CC1	0
COc1ccc(NC(=O)c2cc(S(=O)(=O)N3CCCCC3)ccc2N2CCCCC2)cn1	-3
COCCNCc1ccc(C)s1	-5
CCOC(=O)c1nn(-c2ccccc2Cl)c(=O)cc1OS(=O)(=O)c1cc(C)c(C)cc1OC	4
Cc1cc(CN2CCCC2)ccc1Oc1ccc(-c2ccccc2)nn1	-21

Random excerpt: three records from the list.
SMILES	mcGAS RapidFire
COc1ccc(N(C)C(=O)C2C(C=C(C)C)C2(C)C)cn1 (centres undefined)	-5
COc1ccc(NC(=O)c2cc(S(=O)(=O)N3CCCCC3)ccc2N2CCCCC2)cn1	-3
Cc1c(-c2ccccc2)sc(NC(=O)CCC(C)C)c1C(=O)N1CCOCC1	5

Going on with the list.
SMILES	mcGAS RapidFire
CCN(Cc1cccc(C(=O)Nc2c(C)cnn2C)c1)[C@H]1COC[C@@H]1O	-9
O=C(c1cc(Cl)c(Cl)[nH]1)N1CCC(O)(C(F)(F)F)C1 (centres undefined)	-1
COC(=O)C1C2CCC(C2)C1NS(=O)(=O)CC1CCCCO1 (centres undefined)	1
CNC1=C(n2nnc3ccccc32)C(=O)c2ccccc2C1=O	-5
Cc1nnnn1-c1ccc(CC(=O)N2[C@H]3CCNC[C@@H]2CC3)cc1	-14
Cc1nc(-c2ccccc2)n(CC(=O)NNc2ccccn2)c1C	-7
Cc1n[nH]c(=O)nc1NCc1ccco1	5
Cc1ccc(C2c3cccn3CCN2C(=O)NCc2ccccc2)cc1 (centres undefined)	-4
O=C(NC(c1ccccc1)c1ccsc1)C1CCN(C2Cc3ccccc3C2)CC1 (centres undefined)	1
CNC(=O)c1cc(N2CC(C)OC(c3ccccc3)C2)ccn1 (centres undefined)	-9
O=C(O)C1CN(C(=O)Cc2c(Cl)cccc2Cl)c2ccccc2O1 (centres undefined)	4
CC1Cc2cc(-c3cc(COC(=O)c4cccs4)no3)ccc2O1 (centres undefined)	-2
CCCn1c(=O)c(C(=O)O)nn(-c2ccc(OC)c(OC)c2)c1=O	1
COCc1ccc(C(=O)Nc2nc(C(C)(C)C)cs2)cc1	-6
COCCCn1c(SCc2nc3ccsc3c(=O)[nH]2)n[nH]c1=O	-6
C=CCn1c(SC2CCOC2=O)nc2sc(C)c(C)c2c1=O (centres undefined)	1
NC(=O)CSCC(=O)N1CCc2ccc(Cl)cc21	-4
CC1(C(=O)NS(=O)(=O)Cc2ccccc2)CCN1C(=O)c1ccc(C2CCCCC2)cc1 (centres undefined)	-1
O=C(NCCC1CC2CCC1C2)c1ccccc1-n1cccn1 (centres undefined)	-24
CN(CC(=O)N1CCC2(CCNCC2)CC1)Cc1ccncc1	-8
CC(=O)c1c(C)[nH]c(C(=O)C(C)Sc2nnc(-c3ccc(Cl)cc3)n2C)c1C (centres undefined)	-10
CCC(C)Oc1c(Cl)cc(-c2ncc[nH]2)cc1OC (centres undefined)	-9
Cc1nc(N(C)C)ncc1C(=O)N(C)CCCc1cnn(C)c1	-19
O=C(OCC(=O)N1CCOCC1)c1ccccc1Cl	-9
NS(=O)(=O)c1ccc(NN=Cc2ccc3c(c2)OCO3)cc1	-10

Remaining list, next part:
SMILES	mcGAS RapidFire
NS(=O)(=O)c1ccc(N2CCC(c3ccc(Cl)cc3)=N2)cc1	-5
O=C(NCCCN1CCOC(c2ccccc2)C1)C(=O)Nc1ccccc1Cl (centres undefined)	-2
CN(C)CCC1CN(C(=O)C2CCC2)CCO1 (centres undefined)	2
CC(=O)c1nn(-c2cccc(C)c2)cc1C(=O)c1cccc(Br)c1	0
Cn1nnnc1Sc1ncnc2scc(-c3ccc(Cl)cc3)c12	-5
CCOC(=O)C1=C(CN(C)C2CCC(C)CC2)NC(=O)NC1c1ccccc1 (centres undefined)	-4
COc1ccc(CCCNC(=O)NC2CCN3CCCCC23)cc1OC (centres undefined)	6
COc1ccccc1OCCN1C(=O)C2(OCCCO2)c2cc(C)ccc21	-7
Cc1ccc(Cc2nnc(NC3CCCCC3)[nH]c2=O)cc1	-6
CCn1nnc2c(=O)n(CC(=O)N3CCCCCC3)cnc21	2
CCc1ccc(NC(=S)NC2CC(C)(C)NC(C)(C)C2)cc1	-9
N#Cc1nncn1CN1CCN(S(=O)(=O)c2c(Cl)cc(Br)cc2Cl)CC1	-10
COc1ccc(N=C(c2cc([N+](=O)[O-])cc([N+](=O)[O-])c2)n2ccnc2)cc1	-19
CCCn1c(=O)c2c(nc3n2CCN3c2ccc(C)cc2)n(C)c1=O	2
Cc1nc(N2CCN(CCCO)CC2)nc(C)c1CC(C)C	-5
COc1nc2ccccc2cc1-c1cc(N)ccn1	-15
CCN(CC)c1ccc(C2c3c([nH][nH]c3=O)CC(C)(O)C2C(=O)OCc2ccccc2)cc1 (centres undefined)	-13
CC(=O)N1N=C(c2ccccc2Cl)OC1C(=O)N1CCCC1c1ccccn1 (centres undefined)	-6
Cc1cc(=O)c2c(C3CCCC3)nn(-c3ccccc3)c2[nH]1	8
Cn1c(=O)c2c(ncn2CC(=O)NCCC2=CCCCC2)n(C)c1=O	-6
COC(=O)c1ccc(CN2CCCC(N3CCN(c4ccccc4C)CC3)C2)cc1 (centres undefined)	-4
Nc1ccc(C(=O)NCC(=O)O)cc1	4
O=C1CCCN1CCCC(=O)N1CC[C@@H](c2ccc3c(c2)OCO3)[C@H](O)C1	-35
CC(C)OCc1ccccc1CNS(=O)(=O)c1ccc(F)c(F)c1	-8
Cc1ccc(Nc2nc(NCc3ccc4c(c3)OCO4)nc3[nH]ncc23)cc1C	-1

Arranged by count of non-hydrogen atoms (descending): four of the compounds above
SMILES	mcGAS RapidFire
CCOC(=O)C1=C(CN(C)C2CCC(C)CC2)NC(=O)NC1c1ccccc1 (centres undefined)	-4
COc1ccc(N=C(c2cc([N+](=O)[O-])cc([N+](=O)[O-])c2)n2ccnc2)cc1	-19
COc1ccc(CCCNC(=O)NC2CCN3CCCCC23)cc1OC (centres undefined)	6
Cc1cc(=O)c2c(C3CCCC3)nn(-c3ccccc3)c2[nH]1	8

Five entries from above in a different format.
| mol | mcGAS RapidFire |
| --- | --- |
| Cc1cc(=O)c2c(C3CCCC3)nn(-c3ccccc3)c2[nH]1 | 8 |
| CC(C)OCc1ccccc1CNS(=O)(=O)c1ccc(F)c(F)c1 | -8 |
| Cc1nc(N2CCN(CCCO)CC2)nc(C)c1CC(C)C | -5 |
| NS(=O)(=O)c1ccc(N2CCC(c3ccc(Cl)cc3)=N2)cc1 | -5 |
| Cc1ccc(Cc2nnc(NC3CCCCC3)[nH]c2=O)cc1 | -6 |

Other structures follow.
SMILES	mcGAS RapidFire
O=C(COc1ccccc1)NCCCn1nc(-c2ccco2)ccc1=O	6
CCc1ccccc1C(=O)N1C[C@@H](C(=O)O)C[C@@H](C(=O)NCc2ccccn2)C1	-20
O=C(NCCc1cccs1)c1ccc(Nc2cccc(C(F)(F)F)c2)nc1	5
Cn1c(SCC(O)COCc2ccc(Cl)cc2)nnc1C1CC1 (centres undefined)	-9
C=C(Br)CN(C)CCCNC(C)=O	-2
O=C(CCNC(=O)c1ccccc1F)NC(CF)Cc1ccccc1 (centres undefined)	-1
Cc1nn(C)c(Cl)c1CN(CCO)C1CCc2ccccc21 (centres undefined)	-9

Screening results (PubChem BioAssay)

Only part of the results is shown; count on the stated rates, not on these rows.
